Source: PubChem BioAssay
TGFb SMAD3 inh – qHTS for Inhibitors of TGF-b | 1.2% of 410,000 active | AID 588855, 2011 | Potency, µM (titrated, usually from 46.1 µM), without a hit: at the highest dose activity, negative = inhibition, actives largely listed as inhibitors | HepG2 CAGA-GFP TGF-b/SMAD3 reporter, GFP fluorescence, 18 h; TGF-beta stimulated, 500 pg/mL final; also: potency is read from the fitted curve at half-maximal effect; % is scaled to controls: 0 for no effect and ±100 for the full control effect; nearly all actives have a fitted effect of over 65% in size
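HEPG2 CAGA-GFP, 1000 cells/well; 2 h settle, 37 C; cpd via pin tool; TGF-b 500 pg/mL final; 18 h, 37 C; GFP imaging ex488/em500-530; %Activity normalised to -TGF-b and +DMSO controls; CRC fit, curve class.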
Nrf2 ARE act – qHTS of Nrf2 Activators; 0.31% of 410,000 active; AREc32 ARE-luciferase reporter (MCF7-derived line), luminescence, 24 h; Potency, µM (doses to about 46.1 µM), for the others: at the top dose activation, usual class: activators; AID 624171, 2012; also: potency is read from the fitted curve at half-maximal effect; % of control where 0% means no effect; nearly all actives have a fitted effect of over 65% in size
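Nrf2 activation is followed as ARE-luciferase induction in the AREc32 line after one day of compound treatment; luminescence is read with Steady-Glo.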
Nrf2 block – Nrf2 qHTS screen for inhibitors; A549 ARE-Fluc reporter, luciferase luminescence, 18-24 h; Potency, µM (top dose mostly 46 µM), without a hit: at the top dose activity change, negative = inhibition, most hits filed as inhibitors; 2.1% of 360,000 active; also: potency is read from the fitted curve at half-maximal effect; % is scaled to controls: 0 for no effect and ±100 for the full control effect; nearly all actives have a fitted effect of over 60% in size
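Quantitative HTS in A549 cells stably bearing an antioxidant response element-firefly luciferase construct. Inhibition of Nrf2-driven transcription was scored by luminescence after 18-24 h of compound exposure at 37 °C.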
EPAC2 ag – qHTS for Agonist of cAMP-regulated guanine nucleotide exchange factor 4 (EPAC2): primary screen | EPAC2 activation, biochemical qHTS; response scale: 100% = 6.5 mM cAMP response | Potency, µM (top dose mostly 154 µM), without a hit: top-dose activation, usual class: activators | 0.079% of 360,000 active; also: potency is read from the fitted curve at half-maximal effect; nearly all actives have a fitted effect of over 50% in size
Target sequence (Q8WZA2 whole entry, looked up): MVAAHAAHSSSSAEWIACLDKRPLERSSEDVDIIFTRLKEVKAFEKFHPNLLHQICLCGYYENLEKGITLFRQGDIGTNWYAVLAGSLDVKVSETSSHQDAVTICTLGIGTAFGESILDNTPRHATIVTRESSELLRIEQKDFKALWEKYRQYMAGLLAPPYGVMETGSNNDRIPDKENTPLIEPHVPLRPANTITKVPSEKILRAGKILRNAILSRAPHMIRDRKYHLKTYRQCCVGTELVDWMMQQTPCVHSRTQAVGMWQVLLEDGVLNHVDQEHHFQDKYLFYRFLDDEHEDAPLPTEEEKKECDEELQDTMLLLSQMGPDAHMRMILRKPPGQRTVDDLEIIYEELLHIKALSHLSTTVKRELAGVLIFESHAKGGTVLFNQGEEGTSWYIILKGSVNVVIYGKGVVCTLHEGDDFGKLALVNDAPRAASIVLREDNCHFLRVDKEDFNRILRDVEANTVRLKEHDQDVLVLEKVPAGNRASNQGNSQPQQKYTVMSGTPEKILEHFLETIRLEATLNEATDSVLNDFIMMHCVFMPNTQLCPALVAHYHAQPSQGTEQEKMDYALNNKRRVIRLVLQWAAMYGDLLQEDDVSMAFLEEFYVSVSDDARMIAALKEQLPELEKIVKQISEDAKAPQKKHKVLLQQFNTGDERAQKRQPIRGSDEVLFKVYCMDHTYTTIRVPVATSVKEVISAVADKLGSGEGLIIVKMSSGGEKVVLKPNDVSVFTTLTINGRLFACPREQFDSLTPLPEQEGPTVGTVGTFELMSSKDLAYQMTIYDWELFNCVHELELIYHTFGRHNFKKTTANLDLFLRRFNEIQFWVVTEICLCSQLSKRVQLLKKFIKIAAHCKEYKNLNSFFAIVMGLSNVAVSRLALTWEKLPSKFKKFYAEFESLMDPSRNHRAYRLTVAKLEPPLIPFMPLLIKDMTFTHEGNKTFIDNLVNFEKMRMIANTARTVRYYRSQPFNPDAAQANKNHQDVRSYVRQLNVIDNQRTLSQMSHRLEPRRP
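Fluorescence exchange assay: 100 nM EPAC2 with 250 nM RAP1B-BODIPY-GDP and 50 uM GDP; compounds tested as a concentration-titration series (qHTS). Loss of Rap1-bound BODIPY-GDP fluorescence read at 480/540 nm; data normalized to 6.5 mM cAMP.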
ATXN2 expr inh – Primary qHTS for Inhibitors of ATXN expression | HEK-293 ATXN2-luciferase reporter, luminescence, 24 h | Potency, µM (highest dose often 57 µM), inactives show at the highest dose activity change, negative = inhibition, usual class: inhibitors | 0.72% of 360,000 active; also: potency is read from the fitted curve at half-maximal effect; % is scaled to controls: 0 for no effect and ±100 for the full control effect; nearly all actives have a fitted effect of over 55% in size
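qHTS (up to 57 uM final) was run with 24 h compound exposure of reporter cells at 37 °C. Each well was multiplexed: SteadyGlo luminescence measured ATXN2-luciferase expression after a fluorogenic Gly-Phe-AFC viability readout (25 uM final).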
IL2 activator – qHTS of IL-2 Activators. IL-2 activation reporter assay, cell-based qHTS; stimulated with anti-CD3/CD4/CD28 beads; in transgenic mouse T cells. activation, % (series mostly up to about 46 µM). 0.065% of 360,000 active. AID 652025, 2013; in the data active = activation above about 50%; inconclusive = mostly about 30% to 49%; also: 0% is about no effect
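First, unstimulated transgenic mouse T cells were exposed to compound for 60 min. Next, anti-CD3/anti-CD4-coated beads with anti-CD28 were added. Finally, after 18 h at 37 degrees C, EGFP and DsRed were imaged.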
A549 tox – Nrf2 qHTS screen for inhibitors: counterscreen for cytotoxicity; A549 ARE-Fluc cells, CellTiter-Fluor viability, 18-24 h; Potency, µM (top dose mostly 46 µM), inactives show at the highest dose activity change, negative = cytotoxicity, most hits filed as inhibitors; 0.16% of 390,000 active; AID 504648, 2011; also: potency is read from the fitted curve at half-maximal effect; % is scaled to controls: 0 for no effect and ±100 for the full control effect
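Cytotoxicity counterscreen: CellTiter-Fluor fluorescence was measured in A549 ARE_Fluc cells after 18-24 h of compound exposure in a concentration series. The subsequent BugLite luminescent read reports ARE-luciferase activity.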
HepG2 tox – qHTS for Inhibitors of TGF-b: Cytotox Counterscreen | HepG2 CAGA-GFP viability, ATP luminescence, 18 h | Potency, µM (series often up to 46.1 µM), without a hit: at the highest dose activity change, negative = cytotoxicity, most hits filed as cytotoxic | 0.76% of 410,000 active | AID 588856, 2011; also: potency is read from the fitted curve at half-maximal effect; some results filed as inactive show a strong effect at the top dose
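HepG2 CAGA-GFP cells (1000/well, DMEM with 1% FBS) received compound, then TGF-beta at 500 pg/mL final, and were incubated 18 hours at 37 degrees C. Viability was read by CellTiter-Glo luminescence. Media-only wells were set as complete cell-killing and DMSO as no toxicity.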
ATXN viability – Viability Counterscreen for Primary qHTS for Inhibitors of ATXN expression; Potency, µM (titrated, usually from 56.7 µM), hits mostly cytotoxic; 0.49% of 400,000 active; AID 651635, 2014; S2 cells (HEK-293 line with an ATXN2-luciferase reporter) viability, CellTiter-Fluor protease fluorescence, 24 h; also: potency is read from the fitted curve at half-maximal effect; nearly all actives have a fitted effect of over 40% in size
An asterisk follows results filed as active; i = inactive; ? = inconclusive; . = no result given; & = joins results of further samples; [ ] = remark or other dose. Unless noted, calls follow the shape of the dose curve; as a rule, active = well fitted curve in the direction sought with a large enough effect; inconclusive = small, poorly fitted or top-dose-only effect, or another doubt; inactive = no such curve, though single readings can be large; an effect the other way counts as inactive or inconclusive.

Compound,A549 tox,ATXN viability,HepG2 tox,EPAC2 ag,Nrf2 block,ATXN2 expr inh,Nrf2 ARE act,IL2 activator,TGFb SMAD3 inh
CCC1CN1P(=O)(N1CCCC1)N1CC1CC (stereo not given),-2.6%,i,-2.9%,12.4%,0.7%,-5.3%,-1.2%,-5.1,10.4%
O=C1OCCN1P(=O)(c1ccccc1)c1ccccc1,-2.6%,?,-3.2%,13.0%,.,-29.7%,-1.0%,-0.4,-3.2%
Cc1c(C=O)c2ccccc2n1Cc1ccc(F)cc1,3.4%,i,-30.7%,1.0%,20.3%,-10.5%,3.9%,-1.0,5.62µM*
CNc1cc(N2CCNCC2)ccc1[N+](=O)[O-],-10.5%,i,0.5%,4.7%,-1.7%,-2.5%,-0.3%,-0.2,15.4%
COc1ccc2c(c1OC)C(=O)O[C@H]2[C@@H]1c2cc3c(cc2CCN1C)OCO3,0.9%,i,-11.8%,8.6%,-5.5%,1.8%&2.1%,-0.5%,-0.3,-1.0%
N=C(N)c1c(O)n(C2CCCCC2)c(=O)n(C2CCCCC2)c1=O,?,?,-109.6%,16.8%,.,-35.4%,-0.2%,-0.4,?
Cc1ccccc1-c1nn2c(=O)cc(CN3CCN(C(=O)COc4ccccc4Cl)CC3)nc2s1,-9.1%,?,-15.2%,.,.,?,11.0%,.,?
CCOC(=O)C(O)(c1ccc(N(CC)C(=O)COc2ccccc2)cc1)C(F)(F)F (stereo not given),-3.2%,i,5.3%,-22.6%,-1.4%,4.3%,0.3%,-3.1,-1.7%

The listing continues:
Compound,A549 tox,ATXN viability,HepG2 tox,EPAC2 ag,Nrf2 block,ATXN2 expr inh,Nrf2 ARE act,IL2 activator,TGFb SMAD3 inh
Cn1cccc1/C=C1\C(=O)NC(=O)N(CCC2=CCCCC2)C1=O,1.2%,i,0.4%,-8.4%,22.3%,8.2%,-0.4%,0.2,13.7%
Cc1ccc(NP(=O)(c2ccccc2)c2nc3ccccc3s2)cc1 (stereo not given),-1.7%,?,-35.8%,17.8%,5.3%,10.4%,3.8%,1.7,5.0%
c1ccc(CNC2=NCCS2)cc1,3.8%,i,-66.1%,6.8%,.,-10.3%,-0.4%,0.4,-22.0%
CC(C)N1C(=S)SC(C)(C)C1n1oc(=O)n(-c2cccc(Cl)c2)c1=O (stereo not given),0.8%,i,-8.6%,11.4%,?,-11.7%,-0.7%,-0.1,6.2%
COc1cc2c(c(OC)c1OC)-c1ccc(O)cc1[C@@H](NC(C)=O)CC2,-2.3%,?,10.6%,6.2%,?,-13.0%,-0.2%,-3.8,?
CCNC(=O)C1OC(n2cnc3c(N)ncnc32)C(O)C1O (stereo not given),-7.5%,i,-4.2%,?,?,-1.4%,0.0%,-1.0,1.7%
O=P(Nc1ccccc1)(Nc1ccccc1)Oc1ccccc1,-6.1%,i,14.9%,2.2%,-16.3%,-14.3%[11.3 µM],0.3%,-2.1,-4.2%
[N-]=[N+]=NCc1cn2cccnc2n1,9.6%,i,-11.1%,6.9%,13.7%,-3.0%,0.0%,0.7,2.7%

By substructure: the entries above containing fluorine
Compound,A549 tox,ATXN viability,HepG2 tox,EPAC2 ag,Nrf2 block,ATXN2 expr inh,Nrf2 ARE act,IL2 activator,TGFb SMAD3 inh
Cc1c(C=O)c2ccccc2n1Cc1ccc(F)cc1,3.4%,i,-30.7%,1.0%,20.3%,-10.5%,3.9%,-1.0,5.62µM*
CCOC(=O)C(O)(c1ccc(N(CC)C(=O)COc2ccccc2)cc1)C(F)(F)F (stereo not given),-3.2%,i,5.3%,-22.6%,-1.4%,4.3%,0.3%,-3.1,-1.7%

In the list so far, two contain a carbonyl joined to an NH by a bond outside any ring:
Compound,A549 tox,ATXN viability,HepG2 tox,EPAC2 ag,Nrf2 block,ATXN2 expr inh,Nrf2 ARE act,IL2 activator,TGFb SMAD3 inh
COc1cc2c(c(OC)c1OC)-c1ccc(O)cc1[C@@H](NC(C)=O)CC2,-2.3%,?,10.6%,6.2%,?,-13.0%,-0.2%,-3.8,?
CCNC(=O)C1OC(n2cnc3c(N)ncnc32)C(O)C1O (stereo not given),-7.5%,i,-4.2%,?,?,-1.4%,0.0%,-1.0,1.7%

(next part)
Compound,A549 tox,ATXN viability,HepG2 tox,EPAC2 ag,Nrf2 block,ATXN2 expr inh,Nrf2 ARE act,IL2 activator,TGFb SMAD3 inh
O=C1CC(=O)N(Cc2ccccc2)C(=O)N1,3.0%,i,1.8%,8.6%,7.0%,12.3%,-0.5%,-1.8,-12.0%
O=C(COC(=O)Cc1ccccc1)Nc1ncc(Cl)cc1Cl,0.0%,i,1.8%,11.9%,.,-7.8%,-0.6%,0.7,0.2%
CCOc1ccccc1-n1c(O)c(C=NCCCN(CC)CC)c(=O)[nH]c1=O,-3.6%,i,-0.2%,-13.3%,-0.5%,5.7%,-0.3%,0.0,19.3%
CCN(CC)C(=O)c1ccc(NC(=O)CN2CCc3cc(OC)c(OC)cc3C2)cc1,-0.2%,i,-13.9%,16.1%,-1.7%,-15.7%,-0.4%,-1.8,-6.7%
Cc1cccc(OCC(=O)N2CCN(Cc3ccncc3)CC2)c1,0.2%,i,3.3%,8.3%,23.2%,5.8%,-0.5%,-0.3,6.0%
CC(=O)N1CCC(N2CCCC(C(=O)c3cccc(Cl)c3)C2)CC1 (stereo not given),-1.7%,i,-14.4%,5.0%,-13.6%,18.8%,-0.5%,-2.7,-9.9%
CNCC1(c2ccccc2)CCCC1,3.4%,i,-2.9%,0.2%,15.5%,0.0%,-0.7%,-1.2,4.3%
COc1ccc2c(c1O)C13CCN(C)C(C2)C1CCC(=O)C3 (stereo not given),2.0%,i,4.3%,11.8%,1.1%,.,0.2%,0.7,6.3%

New compounds follow
Compound,A549 tox,ATXN viability,HepG2 tox,EPAC2 ag,Nrf2 block,ATXN2 expr inh,Nrf2 ARE act,IL2 activator,TGFb SMAD3 inh
CCn1c(O)c(N=Nc2ccc(S(=O)(=O)N3CCOCC3)cc2)c(=O)n(CC)c1=S,5.2%,i,-44.2%,9.8%,-5.2%,0.0%,0.9%,-1.5,-12.2%
O=C1C2C3CCC(O3)C2C(=O)N1CCO (stereo not given),0.2%,i,2.4%,6.6%,10.4%,24.5%,-0.4%,0.2,2.6%
Cc1ccc2c(c1)CC1(CN2C)C(=O)NC(=O)N(CCC2=CCCCC2)C1=O (stereo not given),-10.8%,i,-6.5%,8.4%,7.2%,4.9%,0.3%,0.1,25.5%
Cc1ccc(Cl)cc1N1CCN(C(=O)C2CCC(CNS(=O)(=O)c3cccs3)CC2)CC1 (stereo not given),0.9%,i,-0.4%,.,10.3µM*,-4.1%,-0.3%,.,-5.1%
c1ccc(-c2nnc(SCc3nc4ccccc4[nH]3)o2)cc1,3.1%,i,1.1%,-13.8%,?,-8.4%,2.1%,-0.5,0.0%
CCCCn1c(=O)c(C(=O)Nc2ncccc2C)c(O)c2ccccc21,-17.8%,i,-18.4%,-12.4%,?,-14.8%,2.7%[9.22 µM],0.0,8.2%
CCN(CC)c1ccc(N=Cc2c(O)n(-c3ccc(Cl)cc3)c(=O)[nH]c2=O)cc1,0.5%,?,-7.6%,-145.7%[inhibitor],8.3%,-4.2%,0.4%,1.0,1.0%
CC(=O)c1c(C)n(Cc2ccccc2)c2ccc(O)cc12,6.2%,i,-21.0%,7.3%,2.1%,.,-1.2%,-0.5,0.9%

Continued:
Compound,A549 tox,ATXN viability,HepG2 tox,EPAC2 ag,Nrf2 block,ATXN2 expr inh,Nrf2 ARE act,IL2 activator,TGFb SMAD3 inh
c1ccc2sc(C3CCCNC3)nc2c1 (stereo not given),-6.1%,i,-16.3%,12.2%,-2.3%,16.9%,1.9%,-2.7,4.7%
Cc1ccc(-n2c(O)c(/C=N/N3CCCCCC3)c(=O)[nH]c2=O)cc1C,-0.4%,i,-3.8%,2.5%,-9.3%,12.7%,3.0%,4.7,-5.1%
Fc1ccc(CCNCc2ccc(Cl)c(Cl)c2)cc1,?,?,12.6µM*,10.9%,11.6µM*,?,0.4%,-2.7,?
COc1ccc(-c2ccc3c(c2)CN(C(=O)C(C)(C)C)Cc2cnnn2-3)cc1,.,?,-31.5%,-0.7%,.,-35.0%,7.6%,0.0,-15.1%
O=C(NCCCN1CCOCC1)NC12CC3CC(CC(C3)C1)C2,1.2%,?,13.3%,5.0%,18.5%,5.0%,-0.7%,0.4,12.0%
Cc1cccc(CN2CCN(c3ccc(Cl)cc3)CC2)c1,?,?,-57.9%,14.5%,0.0%,.,-0.4%,-0.9,?
Cc1cc(OCC(=O)NC(Cc2ccc(Cl)cc2)C(=O)O)c2c3c(c(=O)oc2c1)CCCC3 (stereo not given),-4.1%,i,8.2%,-0.9%,3.1%,2.8%,0.4%,-0.3,19.6%
Cc1nn(CC(C)C)c(Cl)c1C(=O)NC1CCCCC1,3.6%,i,21.2%,1.7%,?,19.2%,0.3%,1.3,-2.0%
Cc1sc(-n2c(C)cc(C=C3C(=O)NC(=O)NC3=O)c2C)c(C#N)c1C,4.4%,i,-26.4%,-3.0%,-6.3%,-28.9%,-0.1%,-1.6,?
COc1ccc(OC)c(-n2c(O)c(C=NCCN3CCNCC3)c(=O)[nH]c2=S)c1,-4.3%,i,-6.5%,1.4%,-4.6%,-7.6%,-0.3%,-3.7,-5.7%
COc1cccc(C(=O)N2C[C@H]3C[C@@H](C2)c2cccc(=O)n2C3)c1,2.7%,i,-2.2%,0.7%,4.0%,3.4%,-0.9%,0.5,18.7%

Some of the compounds tested; count on the stated rates, not on these rows.
